# Assay outcomes as filed in PubChem.
# Apoferritin bind – candidate novel general anesthetic via apoferritin binding | P02791 | apoferritin/1-aminoanthracene competitive binding, fluorescence | Potency, µM (series often up to 77.5 µM), without a hit: at the highest dose activity change, negative = displacement, usual class: inhibitors | 350,000 tested, 0.074% active | AID 485281; also: % is scaled to controls: 0 for no effect and ±100 for the full control effect; nearly all actives have a fitted effect of over 20% in size
#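 Steps: apoferritin (10 uM) was premixed with half-saturated 1-AMA in PBS, compounds were pin-transferred, plates stood 10 min at room temperature, fluorescence was read at 380/535 nm, and curves were fitted with a Hill equation.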
# Pol kappa inh – inhibitors of human DNA polymerase kappa; 400,000 tested, 0.53% active; Potency, µM (top dose mostly 107 µM), inactives show at the highest dose activity, negative = inhibition, actives largely listed as inhibitors; purified Pol kappa, fluorescent DNA synthesis assay, 10 min; Q9UBT6; also: % is scaled to controls: 0 for no effect and ±100 for the full control effect
#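 Inhibition of 10 nM Pol kappa is measured by a fluorescent read-out at 0 and 10 min following addition of 50 nM substrate (final), with a 15-min room-temperature compound preincubation.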
# G9a block – blocks human histone lysine methyltransferase G9a | Potency, µM (doses to about 102 µM), inactives show at the top dose activity, negative = inhibition, hits mostly inhibitors | Q96KQ7 | AID 504332 | G9a H3K9 monomethylation, AlphaScreen, 2 h | 350,000 tested, 8.8% active; also: % is scaled to controls: 0 for no effect and ±100 for the full control effect; nearly all actives have a fitted effect of over 75% in size
#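 G9a (20 nM) was preincubated 15 min with compound, then reacted 2 h at room temperature with 500 nM biotin-H3K9 peptide and 20 µM SAM. Monomethyl-H3K9 detected by AlphaScreen using anti-H3K9me1 antibody.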
# BLM inh – blocks DNA unwinding by human BLM helicase | recombinant BLM DNA unwinding, fluorescence dequenching | Potency, µM (series often up to 56.1 µM), for the others: at the highest dose activity change, negative = inhibition, usual class: inhibitors | 350,000 tested, 0.2% active;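 also: plate controls were vehicle for no effect and no enzyme for full effect; nearly all actives have a fitted effect of over 35% in size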
# BAZ2B block – inhibitors of human BAZ2B bromodomain | 360,000 tested, 4.4% active | Q9UIF8 | Potency, µM (highest dose often 114 µM), inactives show top-dose activity change, negative = inhibition, usual class: inhibitors | AlphaScreen BAZ2B-H3K14Ac peptide displacement; also: % is scaled to controls: 0 for no effect and ±100 for the full control effect; nearly all actives have a fitted effect of over 60% in size
# Target sequence (Q9UIF8 whole entry, looked up): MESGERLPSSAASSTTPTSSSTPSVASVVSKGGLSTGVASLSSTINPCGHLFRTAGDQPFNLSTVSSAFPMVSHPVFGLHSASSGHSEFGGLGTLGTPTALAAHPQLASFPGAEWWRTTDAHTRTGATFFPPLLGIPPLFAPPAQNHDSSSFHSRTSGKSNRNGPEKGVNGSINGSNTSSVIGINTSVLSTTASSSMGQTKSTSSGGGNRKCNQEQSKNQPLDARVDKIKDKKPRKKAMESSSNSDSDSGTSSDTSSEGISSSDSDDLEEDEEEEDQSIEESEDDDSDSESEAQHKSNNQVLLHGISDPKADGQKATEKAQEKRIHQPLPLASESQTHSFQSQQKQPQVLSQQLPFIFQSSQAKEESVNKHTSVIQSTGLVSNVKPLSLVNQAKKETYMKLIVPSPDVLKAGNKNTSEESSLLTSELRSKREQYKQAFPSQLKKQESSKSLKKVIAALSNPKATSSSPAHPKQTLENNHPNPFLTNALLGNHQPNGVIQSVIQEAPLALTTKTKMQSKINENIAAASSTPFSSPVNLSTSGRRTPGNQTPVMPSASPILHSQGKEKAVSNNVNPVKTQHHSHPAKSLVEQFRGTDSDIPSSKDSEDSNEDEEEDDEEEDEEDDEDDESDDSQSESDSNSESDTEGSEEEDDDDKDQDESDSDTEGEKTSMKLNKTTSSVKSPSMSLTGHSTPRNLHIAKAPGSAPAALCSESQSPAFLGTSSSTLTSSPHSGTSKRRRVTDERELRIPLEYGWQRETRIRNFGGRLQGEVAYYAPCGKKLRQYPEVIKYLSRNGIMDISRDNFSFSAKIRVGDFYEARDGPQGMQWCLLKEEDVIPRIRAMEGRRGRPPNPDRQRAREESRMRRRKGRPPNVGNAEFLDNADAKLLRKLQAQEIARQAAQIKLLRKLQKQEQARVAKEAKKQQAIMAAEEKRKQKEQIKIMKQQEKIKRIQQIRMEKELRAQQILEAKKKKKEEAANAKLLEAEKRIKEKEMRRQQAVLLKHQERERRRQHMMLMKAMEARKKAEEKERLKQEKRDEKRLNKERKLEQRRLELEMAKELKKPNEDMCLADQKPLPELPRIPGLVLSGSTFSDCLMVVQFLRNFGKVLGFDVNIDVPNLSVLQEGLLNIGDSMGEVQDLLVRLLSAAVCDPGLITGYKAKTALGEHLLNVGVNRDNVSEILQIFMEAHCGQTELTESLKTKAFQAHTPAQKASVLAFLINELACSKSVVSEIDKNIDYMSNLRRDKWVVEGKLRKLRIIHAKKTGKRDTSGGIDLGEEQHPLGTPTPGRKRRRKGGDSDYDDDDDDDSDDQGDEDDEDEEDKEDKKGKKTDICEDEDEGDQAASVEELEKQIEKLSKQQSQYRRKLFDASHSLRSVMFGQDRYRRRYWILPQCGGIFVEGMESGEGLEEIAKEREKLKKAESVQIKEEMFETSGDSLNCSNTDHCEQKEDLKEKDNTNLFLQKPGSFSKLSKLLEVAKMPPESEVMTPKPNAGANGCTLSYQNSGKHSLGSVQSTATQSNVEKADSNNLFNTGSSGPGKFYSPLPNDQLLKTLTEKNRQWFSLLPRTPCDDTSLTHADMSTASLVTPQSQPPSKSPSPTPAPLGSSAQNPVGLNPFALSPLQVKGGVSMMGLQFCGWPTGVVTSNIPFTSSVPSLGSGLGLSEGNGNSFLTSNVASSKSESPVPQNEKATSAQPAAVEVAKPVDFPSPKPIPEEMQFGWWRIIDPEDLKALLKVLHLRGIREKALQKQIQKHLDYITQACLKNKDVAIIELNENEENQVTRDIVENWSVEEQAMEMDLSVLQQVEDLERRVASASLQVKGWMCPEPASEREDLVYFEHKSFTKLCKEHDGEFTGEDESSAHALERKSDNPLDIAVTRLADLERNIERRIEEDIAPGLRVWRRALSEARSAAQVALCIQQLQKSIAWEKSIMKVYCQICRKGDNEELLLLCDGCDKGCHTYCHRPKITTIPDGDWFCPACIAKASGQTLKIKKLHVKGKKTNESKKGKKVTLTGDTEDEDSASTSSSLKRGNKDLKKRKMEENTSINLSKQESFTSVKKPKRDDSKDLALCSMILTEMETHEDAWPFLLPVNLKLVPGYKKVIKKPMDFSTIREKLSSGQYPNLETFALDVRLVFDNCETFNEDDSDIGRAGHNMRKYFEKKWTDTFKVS
#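 AlphaScreen displacement: compounds (up to 110uM) incubated 30 min at room temperature with a preformed 50 nM BAZ2B/50 nM biotinylated H3K14Ac peptide complex in PBS pH 7.4 with Tween-20. Donor and acceptor beads at 10 ug/mL final added, 20 min light-protected before reading.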
# POLI inh – blocks human DNA polymerase iota activity | Q9UNA4 | Pol iota fluorescent replication assay, 10 min | Potency, µM (top dose mostly 115 µM), without a hit: at the highest dose activity, negative = inhibition, most hits filed as inhibitors | 390,000 tested, 1% active | AID 588590
#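 Fluorescent replication assay read twice, at 0 min and 10 min after adding 50 nM (final) substrate. Enzyme (10 nM) and compounds were first incubated 15 min at room temperature; enzyme-free buffer wells were negative controls.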
# POLB inh – DNA polymerase beta (human) inhibition; AID 485314; 340,000 tested, 1.3% active; Potency, µM (doses to about 114 µM), for the others: top-dose activity change, negative = inhibition, hits mostly inhibitors; Pol beta primer extension/strand displacement, fluorescence kinetic; also: % is scaled to controls: 0 for no effect and ±100 for the full control effect
#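 Human Pol beta at 10 nM; strand-displacement substrate 50 nM final. Compound exposure 15 min at room temperature before start, reaction 10 min at room temperature.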
# APE1 inh – inhibitors of human APE1 endonuclease. recombinant APE1, TAMRA/BHQ-2 abasic DNA cleavage fluorescence. Potency, µM (highest dose often 65.8 µM), for inactives: at the top dose activity change, negative = inhibition, usual class: inhibitors. 350,000 tested, 0.35% active;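 also: plate controls were vehicle for no effect and reference inhibitor for full effect; nearly all actives have a fitted effect of over 55% in size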
#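 Measures dequenching upon AP-site incision of a 5'-TAMRA/3'-BHQ-2 THF-containing duplex, 50 nM; human APE1 0.75 nM after 15 min room-temperature exposure to compound; kinetic three-point read at one-minute spacing.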
# Pol eta inh – inhibitors of human DNA polymerase eta; AID 588591; 390,000 tested, 1.2% active; recombinant Pol eta, fluorescent DNA replication assay; Q9Y253; Potency, µM (titrated, usually from 114 µM), for inactives: at the top dose activity change, negative = inhibition, usual class: inhibitors; also: % is scaled to controls: 0 for no effect and ±100 for the full control effect
#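 Fluorescent replication assay: 50 nM final substrate added after a 15 min room-temperature compound preincubation with 10 nM enzyme. Signal taken at 0 min and again at 10 min.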
# Numbers without * were called inactive; ? = inconclusive; · = no result given; & = joins results of further samples; [ ] = another dose, or the depositor's remark. Calls follow the shape of the dose curve; as a rule, active = well fitted curve in the direction sought with a large enough effect; inconclusive = small, poorly fitted or top-dose-only effect, or another doubt; inactive = no such curve, though single readings can be large; an effect the other way counts as inactive or inconclusive. Potency is read from the fitted curve at half-maximal effect. The list is partial; rates above refer to the full screens.
Molecule | Pol kappa inh | BAZ2B block | Pol eta inh | APE1 inh | POLB inh | Apoferritin bind | BLM inh | POLI inh | G9a block
CCC(=O)Nc1nc(C)c(-c2csc(Nc3cccc(C(=O)O)c3)n2)s1 | -19% | ? | ? | -2% | 1% | 0% | -5% | 101%[activator] | 45µM*
COc1cc(/C=C(\C#N)c2nc3ccccc3[nH]2)c([N+](=O)[O-])cc1OCc1ccccc1 | -6% | ? | -6% | -5% | 25% | -24% | -9% | 46%[activator] | -36%[59 µM]
COc1cccc(NC(=O)c2oc3ccccc3c2NC(=O)C(C)(C)C)c1 | 0% | 0% | -10% | -1% | 8% | 3% | -7% | -4% | 8%[59 µM]
CC(=O)c1ccc(NC(=O)c2cccc(S(=O)(=O)N3CCN(C)CC3)c2)cc1 | 6% | -16% | -2% | 15% | 90% | -10% | 0% | -10% | 1%
O=C1COc2ccc(C(=O)CSc3nnc(Cc4cccs4)n3-c3ccc(Cl)cc3)cc2N1 | -10% | -8% | -9% | 4% | 2% | ? | -5% | -4%[58.9 µM] | 2%[12.7 µM]
Cn1c(SCC(=O)Nc2ccc(Cl)cc2F)nnc1-c1ccco1 | 4% | -12% | -21% | 43% | 13% | -7% | -3% | 24% | 45µM*
COc1cc2oc(=O)cc(-c3cccc(-c4ccc(C(C)=O)cc4)c3)c2c(OC)c1OC | -11%[60.1 µM] | · | · | -7% | · | ? | -6%[75.6 µM] | · | 26%[59 µM]
COc1ccccc1NC(=O)c1ccc(NC(=O)COC(=O)CCC2CCCC2)cc1 | -8%[60.1 µM] | -30% | -13% | 13% | 16% | 9% | 7% | 11% | 4%[59 µM]
CCOc1ccc(C(=O)Nc2cc(-c3cn4cccnc4n3)ccc2C)cc1OCC | -2%[60.1 µM] | 6% | -12% | · | ? | 165%[activator] | -13% | 8% | 5%[59 µM]
CCn1c(CNS(=O)(=O)c2ccc(Br)cc2)nnc1SC | -16% | -15% | -2% | 40% | 3% | 0% | -6% | -20% | 60%[activator]
O=C(NC1CCCCC1)C(c1ccc2ncccc2c1)N(Cc1ccc(F)cc1)C(=O)c1cccs1 (centres undefined) | -3% | -4% | -11% | -1% | 7% | -11% | -1% | 29% | -3%
CC(=O)c1c(-c2ccccc2)c2cc(Cl)ccc2n(C)c1=O | -4% | -6% | -7% | 13% | 9% | ? | -1% | -8% | -7%
CCCCN(CC)CCCNC(=O)CC1Oc2ccccc2NC1=O (centres undefined) | 1% | 1% | 9% | -7% | -3% | -9% | 1% | 10% | 26%[59 µM]
COc1ccccc1NC(=O)c1ccc(NC(=O)COC(=O)CC(NC(=O)c2ccccc2Cl)c2ccccc2)cc1 (centres undefined) | 3% | -6% | -14% | -1% | 19% | 2% | -4% | 1% | ?
NC(=O)c1noc(C(=O)N(CC(=O)NC2CCCC2)Cc2ccc3c(c2)OCO3)c1N | 3% | -5% | -11% | 4% | 1% | -4% | 6% | 15% | 0%[59 µM]
CCN1C(=O)N[C@@H](c2cccc(C(F)(F)F)c2)[C@H](C(C)=O)[C@H]1C | 9% | · | -2% | -2%[12.4 µM] | · | · | 0%[12.4 µM] | 9% | ·
Cc1ccc2nc(SCC(=O)c3c(N)n(C)c(=O)n(C)c3=O)[nH]c2c1 | -9% | ? | -7% | 13% | 65%[activator] | -13% | -4% | -26% | 0.89µM*
O=C(Nc1ccccc1)c1cccnc1N1CCCC1 | 4% | 5% | 11% | 1% | -1% | -4% | 0% | 26% | -7%
CC1CCN(S(=O)(=O)c2ccc3nc(Nc4ccc(C#N)cc4)ccc3c2)CC1 | -15% | 18% | -21% | · | -10% | 550%[activator] | -9% | 14% | 12%[59 µM]
O=C(NCc1ccccc1)C1CCC1 | -19% | 6% | -16% | 5% | 4% | -1% | 1% | 2% | 22%[59 µM]
COc1ccc(NS(=O)(=O)c2cccc(C(=O)NCC(c3ccccc3OC)N3CCCC3)c2)cc1 (centres undefined) | -5% | -10% | -4% | -4% | · | · | · | 12% | -13%
COc1ccc2c(c1OC)C(=O)OC2Nc1nc(-c2ccccc2)cs1 (centres undefined) | -2% | -31% | 1% | 0% | 1% | -10% | -1% | 0% | ?
CCOC(=O)N1CCC(NC(=O)C(CC(C)C)NC(=O)C2CCC(C)CC2)CC1 (centres undefined) | -5% | 8% | -2% | -1% | 17% | -15% | 0% | 45%[activator] | ?
NNc1nc(-c2ccccc2)c2cc(Cl)ccc2n1 | 6% | ? | -13% | 4% | -17% | -5% | -4% | -14% | 9%
O=C1CN(Cc2nc3cc(Cl)ccc3c(=O)[nH]2)CCN1 | -11% | -17% | 7% | 1% | -10% | -13% | -1% | -1% | ?
COc1ccccc1N1CCN(C(=O)C2CCCCN2S(=O)(=O)c2ccc(C)cc2)CC1 (centres undefined) | -11% | -18% | 2% | 0% | 13% | -1% | -2% | -10% | -40%
NC(=O)C(=O)N/N=C/c1c(F)c(F)c(F)c(F)c1F | -11% | -12% | 17% | -13% | 8% | -4% | -7% | 8% | 4%
Cc1cc(C)n(CC(=O)NNC(=O)c2cccc(C(F)(F)F)c2)n1 | -11% | -2% | -15% | 10% | -1% | -1% | 1% | 38%[activator] | -11%
Cc1ccc(C)c(S(=O)(=O)NCc2cccnc2)c1 | 1% | -4% | -9% | 6% | -1% | -3% | 2% | -1%[58.9 µM] | 12%[59 µM]
O=C(NCCc1ccccc1)C1(c2ccccc2)CCCC1 | 0% | -37% | -1% | -4% | 19% | -15% | -9% | 182%[activator] | 29%[0.501 µM]

# Some entries already given, showing only Pol kappa inh.
Molecule	Pol kappa inh
NNc1nc(-c2ccccc2)c2cc(Cl)ccc2n1	6%
Cc1ccc2nc(SCC(=O)c3c(N)n(C)c(=O)n(C)c3=O)[nH]c2c1	-9%
O=C(Nc1ccccc1)c1cccnc1N1CCCC1	4%

# Other compounds.
Molecule | Pol kappa inh | BAZ2B block | Pol eta inh | APE1 inh | POLB inh | Apoferritin bind | BLM inh | POLI inh | G9a block
COc1cccc(CNC(=O)CCS(=O)(=O)c2cccc3nonc23)c1 | -10% | -6% | 4% | -4% | -1% | -13% | 2% | 10% | -1%[12.7 µM]
CCOc1ccc(-c2nc(CSCC(=O)NC3CCCc4ccccc43)c(C)o2)cc1 (centres undefined) | -10% | ? | -25% | 30% | 8% | -12% | -11% | 24% | ?
COc1ccccc1NC(=O)CCN1C(=O)/C(=C\c2cc(OC)c(OC)c(OC)c2)SC1=S | -3% | -4% | 0% | -4% | 11% | -4% | -8% | 17% | -14%
COc1ccc(S(=O)(=O)NC2CC2)cc1Cl | 3% | -9% | -18% | -9% | 29% | -11% | 3% | -1% | 12%[0.501 µM]
C=CCOCCN(CC)CC | 0% | -1% | -14% | 4% | 34%[activator] | 40%[activator] | -4% | 54%[activator] | 21%
COc1ccc(CNC(=O)CCNS(=O)(=O)c2ccc(NC(C)=O)cc2)cc1OC | 9% | 5% | -1% | -1% | · | · | · | 20% | 27%[12.7 µM]
CCOC(=O)c1c(NC(=O)C2C3C=CC(CC3)C2C(=O)O)sc(C)c1CC (centres undefined) | -8% | -7% | -14% | 20% | ? | -4% | 6% | -8% | -6%
O=C(c1ccccc1)c1ccc2nc(-c3ccc(NC(=O)c4ccccc4F)cc3)[nH]c2c1 | -2% | ? | 3% | 13% | 17% | -1% | -7% | 0% | 31%[12.7 µM]
CC(=O)N1CCN(CCN=CC2=C(O)CC(C)(C)CC2=O)CC1 | -8% | 2% | -15% | 0% | 18% | -3% | 1% | 0%[58.9 µM] | ?
CN(C)C(=O)CN(c1ccc(F)c(Cl)c1)S(C)(=O)=O | 0% | -3% | 3% | 7% | -12% | 25% | -2% | 5% | -31%[12.7 µM]
O=C(c1ccc(S(=O)(=O)N2CCCCC2)cc1)N1CCN(c2ccccc2)CC1 | -12% | -5% | 3% | 12% | -1% | 9% | -5% | -3% | -5%[12.7 µM]
COc1ccc(/C=N/Nc2nc3ccccc3c(=O)[nH]2)cc1 | -11% | 9% | -2% | 23% | 13% | 11% | -2% | 17% | ?
Fc1ccc(-c2n[nH]c(=S)n2CC2CCCO2)cc1 (centres undefined) | 2% | -37% | -12% | 1% | -21% | -12% | 2% | ? | 2.8µM*
CC1CCc2sc(C(=O)NNC(=S)NCC3CCCO3)cc2C1 (centres undefined) | -4% | -1% | -13% | 9% | 98% | -18% | 1% | 22% | ?
COC(=O)c1ccc(/C=C/c2c(-c3ccc(OC)cc3)sc3ccccc23)cc1 | 16% | · | -8% | 10% | · | · | · | -10% | ·
CCOc1ccc(-c2csc(NC(=O)c3ccco3)n2)cc1 | -10% | -6% | ? | -7% | ? | -7% | -4% | -10% | 40µM*
Cc1cccc(NS(=O)(=O)c2nnc(NC(=O)c3ccc(C)c(C)c3)s2)c1 | -9% | -8% | -14% | 18% | 38% | ? | -5% | 8% | ?
COc1ccc(N(C(=O)c2ccncc2)S(=O)(=O)c2ccc3c4c(cccc24)C(=O)N3C)cc1 | -4% | ? | -22% | 3% | 6% | -5% | 0% | 26% | -34%
CCOC(=O)CC1NCCc2c1[nH]c1ccc(OC)cc21 (centres undefined) | -12% | 12% | -6% | 0% | 4% | 11% | -1% | 125%[activator] | -3%[2.33 µM]
O=[N+]([O-])c1cc(Cl)cc2c1nc(NCCO)c1ccccc12 | -3% | -34% | -4% | ? | ? | -7% | -8% | -24% | ?
CCOC(=O)/C(C#N)=C/c1c(N2CCN(c3cccc(Cl)c3)CC2)nc2c(C)cccn2c1=O | -14%[60.1 µM] | -19% | 0% | 2% | 77% | 6% | -3% | -1% | ?
COc1cccc(NC(=O)CSc2nc(=O)[nH]c3c2CCCC3)c1 | -10%[60.1 µM] | -4% | -6% | · | -1% | 7% | 0% | 11% | 6%[59 µM]
COc1ccc(-c2n[nH]c(=S)n2-c2cc(OC)ccc2OC)cc1 | -3% | -16% | -14% | -3% | -7% | 5% | -4% | 43%[activator] | 2.8µM*
CCc1sc(C(=O)Nc2ccc(N3CCOCC3)cc2)cc1C | -6% | · | -20% | 1% | · | · | · | 8% | ·
CC(=O)N1CCOc2cc(S(=O)(=O)NCc3ccc(F)cc3)c(C)cc21 | 3%&6% | -15%&-12% | -2%&-9% | 37% | 2%&0% | -6%&8% | -3%&-2% | 22%&0% | 25%
